Assay outcomes: PubChem BioAssay, National Center for Advancing Translational Sciences (NCATS)
B2AR arrestin = recruits beta-arrestin to the human beta2-adrenergic receptor; P07550; beta-arrestin recruitment to beta2AR, cell-based reporter; Potency, µM (doses to about 46.1 µM), for the others: top-dose activation, usual class: activators; 330,000 compounds, 0.02% hits; AID 492947;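 note: potency is the fitted concentration of half-maximal effect; 0% = DMSO controls and full agonism = EC100 isoproterenol or metaproterenol; nearly all actives have a fitted effect of over 65% in size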
PTAP TSG101 blk = blocks PTAP/TSG101 interaction to inhibit HIV-1 budding. Potency, µM (series often up to 115 µM), without a hit: at the highest dose activity change, negative = inhibition, most hits filed as inhibitors. AID 493005. 340,000 tested, under 10 active. Q99816. Fluorescence polarization, FITC-PTAP peptide / Tsg101 binding; active = well fitted inhibition curve with a large enough effect in the main read-out, with a control signal flat, not every such curve was filed as active; inconclusive = small, poorly fitted or top-dose-only effect, or effect the other way, or a change in a side signal; inactive = no such curve, though single readings can be large or run the other way; note: potency is the fitted concentration of half-maximal effect; % of control where 0% means no effect
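Steps: Tsg101 binding domain dispensed (10 uM final), compounds pinned in DMSO, FITC-labeled PTAP-motif peptide added (50 nM final); after 20 min binding at room temperature, polarization measured.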
MLL CXXC-DNA inh = blocks binding of human MLL CXXC domain to DNA | Q03164 | MLL-CXXC / FITC-HOXA9 DNA fluorescence polarization | Potency, µM (highest dose often 115 µM), inactives show at the highest dose activity change, negative = inhibition, usual class: inhibitors | 290,000 compounds, 0.037% hits; active = well fitted inhibition curve with a large enough effect in the polarisation, with a control signal flat, not every such curve was filed as active; inconclusive = small, poorly fitted or top-dose-only effect, or effect the other way, or a change in a side signal; inactive = no such curve, though single readings can be large or run the other way; the % refers to the polarisation; note: potency is the fitted concentration of half-maximal effect
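Purified MLL-CXXC (added from a 7 uM solution) was preincubated 5 min at ambient with pinned compounds in 50 mM Tris-HCl pH 7.5, 50 mM NaCl, 1 mM DTT, 0.05% BSA. Fluorescein-labeled HOX-A9 DNA (50 nM solution) followed, 30 min, then polarization read.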
TRPV1 ag = agonists of human vanilloid receptor 1 (TRPV1); Q8NER1; TRPV1-expressing cells, Fluo-8 calcium influx, agonist mode; activation, % at 8.33 µM; 320,000 compounds, 0.19% hits; AID 540275; in the data active = activation above about 80%; inconclusive = between about 30% and that limit; note: 0% is about no effect
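Fluo-8 calcium influx in TRPV1-expressing cells, kinetic read (ex 480/em 520 nm). Compound added and read 3 min for agonist activity, followed by capsaicin at EC20 final and 2 min further read for enhancement.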
BRCA1 expr up = activators of BRCA1 expression; MCF7-BRCA1-FFLuc reporter, luminescence, 48 h; response scale: scaled: vehicle 0%, 10 µM genistein 100%; Potency, µM (titrated, usually from 46.1 µM), for inactives: at the highest dose activation, most hits filed as activators; 380,000 compounds, 1.1% hits; note: potency is the fitted concentration of half-maximal effect; nearly all actives have a fitted effect of over 80% in size; some results filed as inactive show a strong effect at the top dose
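Reporter cells (MCF7, BRCA1 promoter-firefly luciferase) received library compounds across a concentration series for 48 h. End-point luminescence was measured and concentration-effect curves derived after normalization.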
Integrin act MD = integrin-mediated muscular dystrophy alleviation activation; alpha7betagal myoblasts, beta-gal FDG fluorescence, 48 h; Potency, µM (titrated, usually from 38.3 µM), for inactives: at the top dose activation, actives largely listed as activators; 350,000 compounds, 0.064% hits; AID 624291;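 note: potency is the fitted concentration of half-maximal effect; 100% = response of the positive control SU9516; nearly all actives have a fitted effect of over 60% in size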
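alpha7betagal+/- myoblasts (passage 13, 250/well) treated 48 h at 37C with compounds at 1:260 dilution of DMSO stock. Lysed, then beta-galactosidase activity read as FDG fluorescence (ex 480/em 540) after 30 min, with pre-read for autofluorescence.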
TCR act = activators of T cell receptors; primary human leukocytes, anti-CD3, IL-2 HTRF, 48 h; Potency, µM (top dose mostly 9.22 µM), without a hit: at the top dose activation of IL-2 secretion, most hits filed as activators; 330,000 tested, under 10 active; AID 504894; note: % of control where 0% means no effect
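Using a-CD3 beads without co-stimulation, primary human leukocytes were exposed to compounds for 48 hr. An HTRF IL-2 kit measured the cytokine, with europium-to-d2 energy transfer producing emission at 665nm upon 320nm excitation.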
p53 reactivation = mutant p53 re-activation in reporter cells; H1299 p53-A138V BP100-luciferase reporter, luminescence, 24 h; Potency, µM (top dose mostly 92.2 µM), for the others: at the highest dose activity change, positive = activation, hits mostly activators; 320,000 compounds, 0.063% hits; AID 504706; note: potency is the fitted concentration of half-maximal effect; % of control where 0% means no effect; nearly all actives have a fitted effect of over 45% in size
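p53-null H1299 cells stably carrying temperature-sensitive p53-A138V and a BP100-luciferase reporter were pinned with compounds (4-point, 1:5 series) and held 24 hrs at 37 deg C. Luminescence was read 10 min after detection reagent.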
ELG1 repair inh = ELG1-dependent DNA repair inhibition; HEK293T ELG1-luciferase reporter, luminescence, 16 h; DNA damage induced by 5-fluorouridine; Potency, µM (series often up to 46.1 µM), for the others: at the highest dose activity change, negative = inhibition, most hits filed as inhibitors; 330,000 compounds, 2.3% hits; AID 504467; note: potency is the fitted concentration of half-maximal effect; % is set by controls: 0 for no effect and ±100 for the full control effect; nearly all actives have a fitted effect of over 55% in size
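Step one: seed 2,000 cells per well. Step two: pin-transfer compound or DMSO alongside 5-fluorouridine. Step three: incubate 16 hr, 37 °C, 5% CO2. Step four: add ONE-Glo, wait 30 min, read luminescence.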
A-T KAP1 phos = potential ataxia-telangiectasia treatments restoring KAP-1 phosphorylation; […] A-T fibroblasts, KAP-1 phosphorylation AlphaLISA; neocarzinostatin DNA damage 30 min before lysis; AID 485349; 320,000 compounds, 0.19% hits; Potency, µM (top dose mostly 57.5 µM), for inactives: at the top dose activation, usual class: activators; note: potency is the fitted concentration of half-maximal effect; % of control where 0% means no effect; nearly all actives have a fitted effect of over 45% in size
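ATM-like activity read as KAP-1 phosphorylation via AlphaLISA donor/acceptor antibody pairs after lysis and 6 hr at 25C. Cells were ATM-null patient fibroblasts ([…], hTERT), dosed 60 min, then exposed to the DSB inducer NCS for 30 min.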
Active calls of the source: *; ? = inconclusive; . = no result given; [ ] = remark or other dose. Unless noted, calls come from the whole dose curve; as a rule, active = well fitted curve in the direction sought with a large enough effect; inconclusive = small, poorly fitted or top-dose-only effect, or another doubt; inactive = no such curve, though single readings can be large; an effect the other way counts as inactive or inconclusive.

Results follow in this order: B2AR arrestin, PTAP TSG101 blk, MLL CXXC-DNA inh, TRPV1 ag, BRCA1 expr up, Integrin act MD, TCR act, p53 reactivation, ELG1 repair inh, A-T KAP1 phos
CCOc1ccc(NC(=O)C2CCN(C(=O)C3CC(=O)N(c4ccc(C)cc4)C3)CC2)cc1 (stereo not given)
→ 0.2%, -4%, 1%, ?, -1%, -24%, -3%, -10%, 3%, -4%
COc1ccc(/C=C/C(=O)c2cc(F)ccc2OC(=O)c2ccc(OC)c(OC)c2)cc1OC
→ 3.7%, -2%, -1%, 4, -24%, -27%, -6%, -27%, 15µM*, 6%
CNC(=O)COC(=O)c1cc2c(C)nn(-c3ccc(F)cc3)c2s1
→ -1.2%, -1%, 5%, ?, -2%, 22%, -3%, 1%, 0%, 4%
CC(=O)Nc1ccc(N(C(=O)CNC(=O)c2cccs2)C(C(=O)NC(C)(C)C)c2ccccc2)cc1 (stereo not given)
→ -0.2%, -6%, 6%, 0, 0%, -14%, -2%, -3%, 2%, 4%
Cc1cc(-c2nnc(CCC(=O)NC(C)c3ccccc3Cl)o2)no1 (stereo not given)
→ 0.1%, 0%, 2%, -1, -20%, -42%, -2%, -1%, 20%, 0%
COc1ccccc1OCC(=O)NCC(c1cccs1)N1CCOCC1 (stereo not given)
→ -0.9%, -1%, 24%, 2, -18%, -16%, -4%, 5%, -1%, 2%
O=[N+]([O-])c1cccnc1Oc1ccc(C2SCCS2)cc1
→ 0.6%, -2%, -2%, ., ?, -26%, -8%, 8%, ?, 5%
COc1ccc(OC)c(-c2cc(C(=O)N/N=C/c3ccc(F)cc3)c3ccccc3n2)c1
→ ., -1%, ., ., -15%, 3%, -6%, ., ., .
C[C@]12C=CC(=O)C=C1CC[C@@H]1[C@@H]2[C@@H](O)C[C@@]2(C)[C@H]1CC[C@]2(O)C(=O)COC(=O)CCC(=O)O
→ 0.3%, -3%, 6%, 0, 0%, ., -13%, 2%, 8%, -18%
CCC(CC)NC(=O)/C=C/c1cccc([N+](=O)[O-])c1
→ 8.8%, -5%, 2%, -2, -1%, 2%, -1%[46.1 µM], 4%, -6%, 5%
O=C(O)c1cccc(Nc2ccc3nonc3c2[N+](=O)[O-])c1
→ 3.7%, -5%, 0%, 3, 0%, -1%, 1%, ., 7%, 1%
COc1ccccc1NC(=O)CN(Cc1ccco1)C(=O)c1ccc(-n2nc(C)cc2C)cc1
→ -0.3%, -8%, 0%, -2, -2%, -2%, 1%, -10%, 23µM*, -6%
CC(=O)c1c(C)[nH]c(C(=O)OCc2nnc(-c3ccc([N+](=O)[O-])cc3)o2)c1C
→ -0.4%, 3%, ., ., -50%, -38%, 4%, 8%, ?, 8%
CC1CCN(S(=O)(=O)c2ccc(Br)s2)CC1
→ -0.1%, -3%, -1%, 6, 12%, 23%, -4%, 0%, 11%, -1%
Cc1cc(C)cc(N=Cc2[nH]c3ccc(Br)c(Cl)c3c2O)c1
→ -0.7%, 13%, ?, 13, -49%, -45%[inhibitor], -2%[46.1 µM], 3%, 0%, 13%
Cc1cc(C)c(C)c(S(=O)(=O)NC(C(=O)O)C(C)C)c1C (stereo not given)
→ -0.1%, -5%, 6%, 1, 2%, -3%, 2%, 2%, -5%, 0%
COc1cccc2c1OC1(C)CC2NC(=O)N1c1cccc(C(=O)N2CCN(c3ccccc3)CC2)c1 (stereo not given)
→ 0.1%, -1%, 7%, -3, -20%, 11%, 4%, 2%, 2%, -1%
CC(OC(=O)c1ccncc1)C(=O)Nc1ccc([N+](=O)[O-])cc1Cl (stereo not given)
→ -0.4%, -1%, 2%, 6, 14%, 6%, 8%, 27%, -7%, 0%
Cc1nnc(SCCC(=O)Nc2ccc(F)cc2)s1
→ -0.2%, -5%, 4%, 5, 1%, 46%, -3%, 4%, 9%, -1%
Cc1c(C#N)sc2nc(-c3ccccc3)nc(N3CCCC3)c12
→ -0.5%, 0%, -1%, -4, -15%, 11%, -6%, 8%, 11%, 14%

Results follow in this order: B2AR arrestin, PTAP TSG101 blk, MLL CXXC-DNA inh, TRPV1 ag, BRCA1 expr up, Integrin act MD, TCR act, p53 reactivation, ELG1 repair inh, A-T KAP1 phos
Brc1c(CSc2nnc(-c3ccco3)o2)nc2ccccn12
→ 0.5%, -9%, 5%, -1, ?, -22%, 1%, ?, ?, 1%
N#Cc1cccc(NC(=O)COC(=O)C2CCC2)c1
→ 0.1%, -4%, ., 6, 11%, 9%, 1%, 3%, 0%, 7%
COC(=O)c1ccc(S(=O)(=O)NNC(=O)COc2ccc(C)cc2)cc1
→ -0.5%, -3%, -4%, 1, 11%, 3%, 1%[46.1 µM], -1%, ?, 6%
O=C(CSc1nnc(COc2ccc3c(c2)CCCC3)o1)Nc1ccc(F)cc1
→ 0.3%, 0%, -6%, 9, -6%, 2%, 1%, 3%, 10%, 20%
COCCNC(=O)Cc1c(C)c2c(cc(C)c3c(C)coc32)oc1=O
→ -0.1%, -1%, 13%, 4, -4%, 8%, -8%, -4%, 7%, -5%
CN(CCCCCCCCC(=O)/C=N/O)Cc1ccccc1
→ 0.3%, -6%, 3%, 6, -5%, -5%, 1%, 0%, -3%, .
CCC(C)(C)n1nnnc1C(c1cc2cc(C)cc(C)c2[nH]c1=O)N1CCN(C(=O)c2ccco2)CC1 (stereo not given)
→ -0.1%, -3%, -8%, 0, -5%, -21%, ., 10%, -17%, 1%
CN(C)c1ccc(N2C(=O)CC(Nc3ccc(N4CCOCC4)cc3)C2=O)cc1 (stereo not given)
→ -1.1%, 1%, 6%, -1, -4%, -13%, 8%[46.1 µM], 5%, -2%, -5%
COc1cccc(C2CC(c3cccc(OC)c3)n3nc(N)nc3N2)c1 (stereo not given)
→ 0.0%, 0%, 1%, -4, 17%, 0%, -2%, -4%, 22%, 4%
O=C(CSc1nccc(=O)[nH]1)N1CCOCC1
→ 0.2%, -3%, -2%, -3, -3%, -10%, -4%, -1%, 3%, 3%
CC(C)CCN1C(=O)CC(NNC(=O)c2ccc(S(=O)(=O)N3CCCC3)cc2)C1=O (stereo not given)
→ 0.2%, 1%, 4%, -1, -10%, -21%, 5%, 3%, -21%, -5%
CC(C)N1C(=S)SC(C)(C)C1NO (stereo not given)
→ -0.4%, -2%, 2%, 2, 1%, -29%, -3%, 3%, 15%, 15%
Cc1sc2nc(C)n(/N=C/c3ccccc3O)c(=O)c2c1C
→ 0.4%, -1%, -6%, 17, 2%, 29%, 9%, 0%, 4%, .
COc1ccc(N(CC(=O)NCCSc2ccccc2)S(=O)(=O)c2ccccc2)cc1
→ 0.2%, 0%, -2%, -1, -28%, 11%, 0%, -8%, ?, 2%
O=C(NCCCN1CCCCC1)C1CC(=O)N(CCc2ccccc2)C1 (stereo not given)
→ -0.5%, -5%, 3%, -4, 0%, -16%, 0%, 7%, -3%, 2%
CSc1ncc(CN2CCN(C(C)C)C(CCO)C2)cn1 (stereo not given)
→ -0.4%, -2%, 1%, 2, 6%, 5%, -117%, 0%, 6%, 2%
CC1CCCCN1C(=O)COc1ccc(NC(=O)c2ccco2)cc1 (stereo not given)
→ -0.4%, -3%, 4%, -2, 34%, -25%[7.66 µM], 1%, 13%, ?, -1%
S=C(NCc1ccc2c(c1)OCO2)NC1CCN(Cc2ccccc2)CC1
→ -0.8%, -6%, 36%, 20, -15%, -14%, 0%, 2%, -28%, 3%
COc1ccc(N(CC(=O)NC2CCCCCC2)S(=O)(=O)c2ccc(C)cc2)cc1OC
→ 2.5%, -3%, 1%, 3, -8%, 8%, 0%, -4%, 2%, -4%
CCOC(=O)Cc1csc(NC(=O)CSc2nnnn2-c2ccc(C)c(C)c2)n1
→ 0.7%, -1%, -2%, -2, -13%, 22%, -1%[46.1 µM], 0%, 9%, 0%

Results follow in this order: B2AR arrestin, PTAP TSG101 blk, MLL CXXC-DNA inh, TRPV1 ag, BRCA1 expr up, Integrin act MD, TCR act, p53 reactivation, ELG1 repair inh, A-T KAP1 phos
COc1ccccc1NC(=S)N1CC(C)(C)C1=O
→ -0.3%, 2%, -5%, 24, -2%, 12%, -1%, 11%, 2%, 5.6µM*
O=C(C1=C[C@H](c2ccc(C(F)(F)F)cc2)C[C@H](OCc2ccc(CO)cc2)O1)N1CCOCC1
→ 0.2%, -3%, -12%, 4, -16%, -10%, -5%, -5%, -20%, -7%
COC(=O)CSc1ccc(-c2nc3ccc(C)cc3[nH]2)cn1
→ -0.4%, -3%, -4%, ?, -31%, 1%, -3%, 12%, ?, .
COC(=O)C1=NNC2C(=O)N(C3CCCCC3)C(=O)C12 (stereo not given)
→ -0.2%, 0%, 3%, 0, -70%, ?, 8%, -2%, 4%, 0%
CN(C)/N=C/c1c(O)ccc2ccccc12
→ -1.0%, -3%, 9%, ?, 3%, -31%, 6%, 4%, 4%, -2%
CC(C)(C)C(=O)Nc1ccnn1C1CCN(C(=O)c2cccc(Cl)c2)CC1
→ -0.2%, -2%, 4%, 0, -8%, -7%, -2%, 7%, 2%, -3%
